Screening data (PubChem BioAssay)
NPR2 activator – human GC-B receptor activators, primary screen, HEK293 GC-B cells, cGMP TR-FRET, EC30 CNP; 0% at EC30 CNP, 100% saturating CNP; activation, % at 10 µM; 370,000 tested, 0.11% active;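 active means activation at 10 µM reaching about 35% in either raw or pattern-adjusted values, limit read from the data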
rCAG binder – binders of r(CAG) RNA repeats, primary screen, biochemical, fluorescence | r(CAG) RNA repeat, TO-PRO-1 dye displacement fluorescence | inhibition, % at 3 µM | 370,000 tested, 1.3% active | AID 651821, 2012;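 active means inhibition above the plate cutoff, the mean of all test compounds on that plate plus 3 SD, cut at about 35% in these data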;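 further: 0% = DMSO alone and 100% = 100 µM mitoxantrone as full dye displacement; higher means more dye released from RNA so lower well fluorescence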
TCR-CD3 inh – inhibitors of human TCR-CD3 interaction, primary screen, biochemical, fluorescence, TAMRA-labeled TCR probe. inhibition, % at 9.4 µM. 360,000 tested, 0.37% active; in the data active means inhibition above about 19%;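 further: recombinant mutant TCR 2C K166C tagged with TAMRA read by polarization; 0% = receptor in buffer alone and 100% = receptor with positive control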
PRMT1 FP inh – PRMT1 methyltransferase inhibitors, primary screen, biochemical, fluorescence polarization. recombinant PRMT1, activity-based probe fluorescence polarization. 370,000 tested, 1.3% active. Protein arginine N-methyltransferase 1 (Homo sapiens), Q99873. inhibition, % at 2.79 µM. AID 652257, 2013;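 active means inhibition above about 21% made by adding two undisclosed values, limit read from the data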
NPR1 activator – GC-A stimulated cGMP production enhancers – HEK293 GC-A cells, cGMP TR-FRET, EC30 ANP, primary screen | 0% at EC30 ANP, 100% saturating ANP | activation, % at 10 µM | 370,000 tested, 0.14% active; in the data active means activation above about 40%
Target sequence (P16066 whole entry, looked up): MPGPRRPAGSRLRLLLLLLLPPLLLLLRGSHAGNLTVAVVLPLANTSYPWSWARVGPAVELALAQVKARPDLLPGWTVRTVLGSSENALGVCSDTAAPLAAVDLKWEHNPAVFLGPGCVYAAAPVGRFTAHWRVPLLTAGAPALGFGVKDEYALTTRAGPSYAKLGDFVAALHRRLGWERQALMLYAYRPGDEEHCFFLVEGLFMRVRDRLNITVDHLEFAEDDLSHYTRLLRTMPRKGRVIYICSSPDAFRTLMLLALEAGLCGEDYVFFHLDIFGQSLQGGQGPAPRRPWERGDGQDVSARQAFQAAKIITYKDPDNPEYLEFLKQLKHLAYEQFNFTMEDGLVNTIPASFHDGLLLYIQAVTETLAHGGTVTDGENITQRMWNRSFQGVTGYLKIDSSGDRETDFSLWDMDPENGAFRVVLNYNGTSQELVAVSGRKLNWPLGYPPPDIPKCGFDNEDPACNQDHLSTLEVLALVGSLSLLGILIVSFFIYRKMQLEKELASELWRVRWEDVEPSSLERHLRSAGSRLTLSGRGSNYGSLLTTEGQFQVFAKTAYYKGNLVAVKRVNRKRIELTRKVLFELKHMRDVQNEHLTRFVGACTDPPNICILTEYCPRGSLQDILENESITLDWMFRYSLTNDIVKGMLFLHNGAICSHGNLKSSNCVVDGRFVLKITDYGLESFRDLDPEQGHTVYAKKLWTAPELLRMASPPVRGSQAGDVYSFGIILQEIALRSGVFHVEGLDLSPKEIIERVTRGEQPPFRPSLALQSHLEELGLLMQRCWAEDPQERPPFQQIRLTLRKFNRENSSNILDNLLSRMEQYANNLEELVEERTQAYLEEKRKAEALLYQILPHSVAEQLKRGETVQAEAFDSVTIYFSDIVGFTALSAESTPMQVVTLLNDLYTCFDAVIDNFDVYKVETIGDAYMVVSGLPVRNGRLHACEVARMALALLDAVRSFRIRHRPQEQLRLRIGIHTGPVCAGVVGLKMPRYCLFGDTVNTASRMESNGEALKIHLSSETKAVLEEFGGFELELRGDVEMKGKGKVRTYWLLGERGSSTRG
SIAE primary – human SIAE inhibitors, primary screen, biochemical, fluorescence polarization, FP-Rh probe, 1536-well HTS. Sialate O-acetylesterase (Homo sapiens), Q9HAT2. SIAE FP-Rh probe binding. inhibition, % at 9.66 µM. 370,000 tested, 0.69% active. AID 1053197, 2014;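 active means inhibition above a cutoff: mean of compounds within the control limits plus 3 SD of those, cut at about 17% in these data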;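 further: 0% = plate median of compound wells and 100% = probe without SIAE protein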
HTRA1 inhibitor – HTRA1 serine protease inhibitors, primary screen, biochemical, fluorescence polarization, HTS; 340,000 tested, 0.5% active; recombinant HTRA1, FP-rhodamine activity-based probe; Q92743; inhibition, % at 5.96 µM; in the data active means inhibition above about 36%;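 further: 0% = enzyme with DMSO and 100% = wells lacking enzyme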
MBD2 DNA inh – inhibitors of MBD2 binding to methylated DNA, primary screen, biochemical, TR-FRET, DNA-binding domain, human | 370,000 tested, 0.31% active | MBD2 binding to methylated oligonucleotide | Methyl-CpG-binding domain protein 2 (Homo sapiens), Q9UBB5 | inhibition, % at 4.4 µM | AID 686964, 2013; in the data active means inhibition above about 13%
UHRF1 binding – UHRF1 methylated DNA binding inhibitors, primary screen, counter-screen for MBD2 inhibitor project, biochemical, TR-FRET, human UHRF1, single concentration | UHRF1 binding to methylated oligo | 370,000 tested, 0.75% active | inhibition, % at 4.4 µM | AID 687016, 2013; in the data active means inhibition above about 21%;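 further: UHRF1 SRA domain binding a hemimethylated CpG hairpin DNA probe; 0% = median of test compound wells and 100% = reference inhibitor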
mABHD4 FP – ABHD4 inhibitors, primary screen, biochemical, fluorescence polarization, mouse. purified mABHD4, FP-Rh probe fluorescence polarization. inhibition, % at 8.92 µM. 370,000 tested, 0.54% active;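 active means inhibition exceeding the mean over every tested compound plus 3 SD, cut at about 30% in these data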;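 further: 0% = plate median of compound wells and 100% = S159A mutant with DMSO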
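Assay system: mABHD4 protein; medium: HEPES pH 7.0, NaCl, Pluronic buffer; dosing: 8.92 µM, single dose; schedule: 45 min + 60 min at 25 °C; signal: FP readout, ex 525 nm / em 598 nm; read-out: normalized percent inhibition of probe labeling; repeats: single replicate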
* hit, by the source's call; . = no result given.

canonical_smiles	NPR2 activator	rCAG binder	TCR-CD3 inh	PRMT1 FP inh	NPR1 activator	SIAE primary	HTRA1 inhibitor	MBD2 DNA inh	UHRF1 binding	mABHD4 FP
Clc1ccc(/C=N/NC2=Nc3cccc4cccc2c34)cc1	-3	6	4	5	-2	-1	1	1	-1	6
COc1ccccc1C(=O)C1CCCN(C(=O)c2cc(C(C)C)no2)C1 (centres undefined)	-3	-9	2	2	-2	-4	0	2	2	6
COc1cccc(CNC(=O)c2ccc(CS(=O)(=O)Cc3ccccc3C)o2)c1	-3	0	-6	2	1	-10	-2	5	24*	-7
O=C(CN(c1ccc([N+](=O)[O-])cc1)S(=O)(=O)c1ccccc1)N1CCCCC1	1	-1	0	-2	-2	3	3	-3	-3	-3
Cc1cc(NC(=O)COc2ncnc3sc(C)c(C)c23)no1	-3	0	4	2	-2	13	-2	2	-4	-8
CN1CCc2nc3ccccc3c(C(=O)OCC(=O)N(CCC#N)c3ccccc3)c2C1	3	1	-2	12	1	-2	1	-3	-3	6
O=C(CCNC(=O)c1ccco1)Nc1cccc(Br)c1	2	-2	7	-1	0	-3	4	-1	-3	-2
COc1ccc(CCNC(=O)CCc2cn(C)c3ccccc23)c(OC)c1	-9	-7	9	-2	-28	11	-5	-4	1	-5
CCOc1ccc(N2CC(C(=O)Nc3nnc(Cc4ccccc4)s3)CC2=O)cc1 (centres undefined)	-1	4	-10	1	-3	0	-2	-1	2	4
C[C@H](CO)N1C[C@H](C)[C@@H](CN(C)S(C)(=O)=O)Oc2ccc(NC(=O)C3CCCCC3)cc2C1=O	-3	-2	-7	-1	0	2	-6	0	-1	-2
CC(C)[C@H](NC(=O)c1ccccc1)C(=O)OCC(=O)NCc1ccc2c(c1)OCO2	-1	2	3	1	2	0	-4	5	3	-5
C/C(=C\C(=O)C(F)(F)F)Nc1ccc(C)cc1	13	1	-1	3	0	0	4	-3	8	1
CCc1c(O)nc(SCC(=O)Nc2ccc(C)cc2)n(C2CCCCC2)c1=O	-2	14	1	10	-3	9	-9	1	0	-18
CC1(C)CC(=O)C=C(Nc2ccc(F)cc2)C1	1	-2	-3	0	2	9	7	5	0	3
COc1cc(C(=O)N(CCc2ccccc2)C2CC3CCC(C2)N3C)cc(OC)c1OC (centres undefined)	-16	-8	5	-1	-13	-2	2	0	2	4
COCc1cc(C)nc(SCc2ccc([N+](=O)[O-])cc2)c1C#N	3	4	4	-1	-1	-3	-12	0	1	10
COc1ccc(CCCC(=O)NCc2ccccc2)cc1C	0	-2	1	1	-5	0	-3	0	3	5
CCOC(=O)c1ccc(-c2ccc(C3Nc4ccccc4C(=O)N3O)o2)cc1 (centres undefined)	-2	9	2	4	-2	9	-10	3	1	-9
O=C(Nc1cccc(Cl)c1N1CCOCC1)c1ccc([N+](=O)[O-])o1	-5	-4	6	-3	-8	3	5	0	0	0
O=C(CCCOc1ccccc1)NC1CCCc2ccccc21 (centres undefined)	6	-3	-6	5	-2	-6	-5	-3	0	-1
Cc1c(CC(=O)NC(C)C)c(=O)oc2cc3c(cc12)CCC(C)(C)O3	0	-6	7	-2	3	5	2	1	2	1
Cc1ccc(N2C(=O)C(NC(=O)c3ccccc3)(C(F)(F)F)C3=C2CC(C)(C)CC3=O)cc1 (centres undefined)	2	0	-2	-2	-4	9	2	2	-3	3
Cn1nc(C(=O)Nc2ccccc2)c2c1-c1ccccc1S(=O)(=O)C2	-3	6	-4	3	0	3	-3	1	1	4
CCOC(=O)C1CCN(C(C(=O)Nc2ccc3c(c2)OCCO3)c2ccccc2)CC1 (centres undefined)	-4	-9	1	-1	-5	3	-4	-7	-1	-6
O=C(N/N=C/c1ccc[nH]1)c1ccccc1O	-7	8	18	3	1	5	19	1	1	6

Rewritten with values under each structure: part of the list above
Order of values – NPR2 activator	rCAG binder	TCR-CD3 inh	PRMT1 FP inh	NPR1 activator	SIAE primary	HTRA1 inhibitor	MBD2 DNA inh	UHRF1 binding	mABHD4 FP
CCOC(=O)c1ccc(-c2ccc(C3Nc4ccccc4C(=O)N3O)o2)cc1 (centres undefined)
  -2	9	2	4	-2	9	-10	3	1	-9
O=C(Nc1cccc(Cl)c1N1CCOCC1)c1ccc([N+](=O)[O-])o1
  -5	-4	6	-3	-8	3	5	0	0	0

Continued:
canonical_smiles	NPR2 activator	rCAG binder	TCR-CD3 inh	PRMT1 FP inh	NPR1 activator	SIAE primary	HTRA1 inhibitor	MBD2 DNA inh	UHRF1 binding	mABHD4 FP
Cc1ccccc1N(CC(=O)NC1CCCC1)C(=O)C1(C)CC(=O)N=C2C=CC=CN21 (centres undefined)	4	-4	3	-3	-1	4	0	-1	0	-2
O=C(CN1C(=O)NC2(CCCCCC2)C1=O)NCc1cccs1	6	0	3	-1	2	4	4	-4	1	1
CCCC(=O)OCCNC(=O)c1cc2ccccc2oc1=O	2	-7	1	-2	3	1	-2	0	-2	-5
COc1cccc(C2=NOC(C(=O)Nc3ccc4c(c3)OCO4)C2)c1 (centres undefined)	0	-4	-1	2	1	-2	1	1	-2	-7
NC(=O)c1sc2nc3c(c(-c4ccco4)c2c1N)CCC3	1	43*	19*	47*	-21	3	26	15*	47*	30*
O=C(CNC(=O)C1COc2ccccc2O1)N/N=C/c1ccc(O)cc1O (centres undefined)	-1	5	9	1	-4	-1	6	1	-1	3
O=C(c1cc([N+](=O)[O-])ccc1N1CCOCC1)N1CCOCC1	-3	-1	3	-1	0	2	4	3	-5	-3
CN1CCc2cc(Cl)c(O)cc2[C@@H](c2ccccc2)C1	-4	3	-6	4	-9	2	1	-2	4	13
Cc1ccccc1NC(=S)/C(=C(\[O-])c1ccc(C)c([N+](=O)[O-])c1)[n+]1ccccc1	2	7	6	0	-4	6	2	0	-1	3
COC(=O)c1ccc(NC(=O)C2CCN(S(C)(=O)=O)CC2)cc1	-1	1	1	0	-4	4	7	0	-1	2
Cc1c(Cl)cccc1NC(=O)CSc1nnc(CCNC(=O)OC(C)(C)C)o1	3	-2	3	0	2	6	1	-1	-1	-2
CC(C)CCNC(=O)c1cc(-c2cccs2)nc2ccccc12	7	-4	-3	1	-1	-5	-4	-1	-1	-5
COc1ccc(C(=O)c2c(-c3cccc(C)c3)oc3ccc(N4CCOCC4)cc23)cn1	0	-2	2	1	2	-2	2	2	0	0
CC(C)c1ccc(N2C(=O)CC(NNC(=O)c3ccccc3Cl)C2=O)cc1 (centres undefined)	3	-3	-1	-1	2	-3	5	-2	-3	-11
O=C(CCS(=O)(=O)c1ccccc1)Nc1ccc(Cl)cn1	0	-2	5	-1	-3	6	-2	4	1	-1
Cn1c(=O)c2c(-c3ccccc3)n(-c3ccccc3N)cc2n(C)c1=O	0	8	0	-1	-1	-1	-3	-1	-2	7
CN(C)S(=O)(=O)c1ccc(NC(=O)/C=C/c2ccccc2Cl)cc1	-3	24	5	-4	-8	-44	-71	-7	1	-51
O=C(N/N=C/c1ccc2ncccc2c1)c1cc(-c2cccs2)nc2ccccc12	3	5	2	0	-2	-70	-19	-2	1	-6
Cc1ccc(C(=O)Nc2nc3ccc(S(C)(=O)=O)cc3s2)cc1C	2	2	0	1	7	3	-2	0	-2	2
CC(C)CNC(=O)c1c2c(nc3ccccc13)-c1ccccc1CC2	7	3	7	0	0	3	-4	-1	1	-9
Cc1ccc(S(=O)(=O)N2CCCCC2)cc1NC(=O)COc1ccccc1	3	1	0	-4	-5	9	-5	3	-2	-6
CN(CC(=O)Nc1ccc(N2CCOCC2)cc1)CC(=O)Nc1cccc(C#N)c1	-10	-5	10	-4	0	9	0	0	-2	0
C[C@@H](C(=O)Nc1ccc2ccccc2c1)[C@@H]1C[C@@]1(C)[C@@H](N)c1ccccc1	-5	6	0	-1	-3	1	-8	-6	0	-4
COc1ccc(-n2c(=S)[nH]c3cc(C(=O)NCc4ccco4)ccc3c2=O)c(OC)c1	-1	5	10	1	-1	2	-4	-6	-1	1
CCCc1cc(C(=O)N2CCCC(C(=O)c3cccc4ccccc34)C2)n(C)n1 (centres undefined)	-9	-4	13	0	1	0	-7	-2	1	6
O=C(NCc1ccco1)c1cccc2c1C(=O)c1ccc(/C=C/c3ccccc3)cc1S2(=O)=O	-8	39*	-2	29*	0	-4	-37	-5	0	6
COC(=O)COc1ccc(/C=C2\SC(=O)N(CC(=O)Nc3ccccc3F)C2=O)cc1	-5	3	-3	2	-8	-5	-3	3	1	2
CS(=O)(=O)c1ccc2nc(NC(=O)C3CC(=O)N(c4ccc(F)cc4)C3)sc2c1 (centres undefined)	-1	12	-5	-3	-1	-9	0	-4	-2	-12
CCn1c(COc2ccccc2)nnc1SCC(=O)NC1CC1	1	-6	4	3	2	-3	-1	1	-1	3
CCOC(=O)c1ccc(S(=O)(=O)N2CCN(C/C=C/c3ccccc3)CC2)cc1	1	2	0	6	-1	-1	-7	10	9	5
Cc1ccc(Cc2c(-c3ccc(Br)cc3)nc3ccc(Cl)cn23)cc1	26	41*	1	-2	28	-14	.	-3	-1	-19
CCOc1ccc(Cl)cc1C1=CC(=O)C[C@H](c2ccc(OC)cc2)C1	-6	0	2	0	-1	3	-51	0	-1	-22
O=C(NCc1cccnc1)c1cccc(S(=O)(=O)NCc2ccccc2)c1	6	-2	1	-2	-3	4	0	-3	2	-4
COc1ccc(NC(=O)C2CCN(C(=O)NC3CCCCC3)CC2)c(OC)c1	10	6	5	3	-1	7	0	2	3	10
Cc1ccc2cc(NC(=O)C3(C)CCN3CC(C)C)ccc2n1 (centres undefined)	-4	0	-12	-3	0	1	.	-3	-1	-10
O=C(CCCNC(=O)/C(=C\c1ccc(F)cc1)NC(=O)c1ccccc1)OCc1ccccc1	-6	6	5	1	-6	-9	-10	2	8	-13
CC(=O)Nc1ccc(NC(=O)C(C)OC(=O)c2ccc3ccccc3n2)cc1 (centres undefined)	-3	0	-5	-1	-4	-7	1	-6	2	-10
COc1ccc(C(C(=O)NC2CCCC2)N(C(=O)c2ccco2)c2ccc(OC)c(OC)c2)cc1 (centres undefined)	-11	-1	-4	-3	-19	-3	3	-2	-1	-4
Cc1cnn(C(=S)NCCc2ccccc2)c1	1	-2	-7	-1	8	-2	2	2	-2	0
COc1ccc(-c2nc(CSCC(=O)NCCCN3CCCC3=O)c(C)o2)cc1	3	-6	2	0	2	2	-2	-2	4	3
O=C(CSc1nnc(-c2ccc(F)cc2)n1CC1CCCO1)NCc1ccco1 (centres undefined)	4	-5	2	-1	2	-4	4	2	1	3
CC(=O)N1c2ccc(S(=O)(=O)N3CCC(C(=O)Nc4ccc(C)cn4)CC3)cc2CC1C (centres undefined)	-3	-4	-9	-1	2	3	0	0	1	2
c1ccc(-c2nnc(SCc3nc4ccccc4[nH]3)n2Cc2ccco2)cc1	-11	2	2	1	-16	-2	-9	0	1	0

Only part of the results is shown, so the mix of outcomes need not match the whole.
